TDP1 cell noCPT: qHTS for Inhibitors of human tyrosyl-DNA phosphodiesterase 1 (TDP1): qHTS in cells in absence of CPT; DT40 Tdp1-/- hTDP1 cells, no CPT, ATP luminescence, 48 h; actives 15% (n = 420,000); Potency, µM (doses to about 46.2 µM), for inactives: at the highest dose activity change, negative = growth inhibition, actives largely listed as inhibitors; AID 686978, 2013; further: nearly all actives have a fitted effect of over 55% in size
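No-CPT arm: Tdp1-/-;hTDP1 DT40 cells (400/well) plus compounds, incubated ≥48 hr at 37 °C. Readout CellTiter-Glo luminescence.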
TDP1 block: qHTS Assay for Inhibitors of Tyrosyl-DNA Phosphodiesterase (TDP1) | Tyrosyl-DNA phosphodiesterase 1 (Homo sapiens), Q9NUW8 | recombinant TDP1, AlphaScreen DNA substrate cleavage | Potency, µM (top dose mostly 130 µM), for inactives: top-dose activity change, negative = inhibition, hits mostly inhibitors | actives 0.28% (n = 350,000) | AID 485290, 2010; further: nearly all actives have a fitted effect of over 40% in size
Target sequence (Q9NUW8 whole entry, looked up): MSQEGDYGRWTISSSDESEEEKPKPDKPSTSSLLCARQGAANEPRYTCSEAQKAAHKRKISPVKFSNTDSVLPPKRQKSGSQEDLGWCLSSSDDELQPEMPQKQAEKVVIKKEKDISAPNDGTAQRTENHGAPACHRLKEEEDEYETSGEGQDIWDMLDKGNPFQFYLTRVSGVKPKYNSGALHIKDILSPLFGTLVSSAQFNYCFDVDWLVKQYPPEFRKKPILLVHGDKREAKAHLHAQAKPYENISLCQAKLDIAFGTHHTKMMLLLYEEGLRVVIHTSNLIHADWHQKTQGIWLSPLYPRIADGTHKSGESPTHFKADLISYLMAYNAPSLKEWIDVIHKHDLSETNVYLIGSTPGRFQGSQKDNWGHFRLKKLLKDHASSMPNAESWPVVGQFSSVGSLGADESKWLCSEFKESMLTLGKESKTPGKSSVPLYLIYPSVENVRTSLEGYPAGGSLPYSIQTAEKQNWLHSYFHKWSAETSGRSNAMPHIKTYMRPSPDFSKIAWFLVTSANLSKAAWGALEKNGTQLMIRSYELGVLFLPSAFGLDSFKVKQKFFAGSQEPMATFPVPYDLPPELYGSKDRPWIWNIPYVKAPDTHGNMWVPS
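Enzyme-compound mixtures sat 15 min at room temperature, followed by a 5 min reaction with 15 nM final substrate and 10 min with AlphaScreen beads. Recombinant human Tdp1 was used at 1 nM final.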
N370S GC: qHTS Assay for Inhibitors and Activators of N370S glucocerebrosidase as a Potential Chaperone Treatment of Gaucher Disease | Lysosomal acid glucosylceramidase (Homo sapiens), P04062 | N370S GC spleen homogenate, 4MU-glucoside fluorescence | Potency, µM (titrated, usually from 59.4 µM), for inactives: at the top dose activity change, negative = inhibition, most hits filed as inhibitors | actives 0.092% (n = 330,000);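 further: 0% = full enzyme activity and -100% = no enzyme basal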
* marks the source's active call; other numbers are inactive results; u = inconclusive; x = no result given; & = joins results of further samples; [ ] = remark or other dose. The call rests on the fitted dose curve; in most records, active means well fitted curve in the direction sought with a large enough effect; inconclusive means small, poorly fitted or top-dose-only effect, or another doubt; inactive means no such curve, though single readings can be large; an effect the other way counts as inactive or inconclusive. Unless noted, on the % scale 0 is the no-effect control and ±100 the full control effect; potency means the concentration at half of the fitted maximal effect. A portion of the library; the hit share may differ from the screen's.

Preview, five compounds:
canonical_smiles	TDP1 cell noCPT	TDP1 block	N370S GC
CN(Cc1ccccc1)C(=O)c1ccc(NC(=O)Cc2ccc([N+](=O)[O-])cc2)cc1	u	4.0%	x
COCCNC(=O)CSc1nc2ccccc2nc1Cc1ccc(C)cc1	-16.3%	0.0%	x
O=C(CN1C(=O)C2C3C=CC(C3)C2C1=O)Nc1nc(SCc2ccc(Cl)cc2)n[nH]1 (stereo not given)	u	2.1%	1.8%
CCC(=O)N1c2ccccc2CC1C(=O)NCCCN1CCN(c2cc(C)ccc2C)CC1 (stereo not given)	u	3.8%	x
COC(=O)CSc1nc2nc(C)c(Br)cc2[nH]1	-4.1%	2.0%	-18.0%

Results, previewed entries included:
canonical_smiles	TDP1 cell noCPT	TDP1 block	N370S GC
CN(Cc1ccccc1)C(=O)c1ccc(NC(=O)Cc2ccc([N+](=O)[O-])cc2)cc1	u	4.0%	x
COCCNC(=O)CSc1nc2ccccc2nc1Cc1ccc(C)cc1	-16.3%	0.0%	x
O=C(CN1C(=O)C2C3C=CC(C3)C2C1=O)Nc1nc(SCc2ccc(Cl)cc2)n[nH]1 (stereo not given)	u	2.1%	1.8%
CCC(=O)N1c2ccccc2CC1C(=O)NCCCN1CCN(c2cc(C)ccc2C)CC1 (stereo not given)	u	3.8%	x
COC(=O)CSc1nc2nc(C)c(Br)cc2[nH]1	-4.1%	2.0%	-18.0%
CC(=O)NCCNc1nc(-c2cccc(C#N)c2)nc2ccccc12	u	x	15.6%
CC(=O)N1C(=O)CC(C)N(C(C)=O)c2ccc([N+](=O)[O-])cc21 (stereo not given)	0.4%	0.0%	-0.4%
CCCNS(=O)(=O)c1ccc(CCC(=O)NCc2ccco2)cc1	-10.2%	6.5%	-13.9%
CC1(C)N=C(N)N=C(N)N1c1cccc(CN)c1	u	1.2%	-3.3%
O=C(Nc1ccccc1C(=O)N1CCOCC1)c1cccc(S(=O)(=O)N2CCCC2)c1	7.5%	2.3%	-3.9%
Nc1nc2c(nc(Br)n2[C@@H]2O[C@H]3COP(=O)(O)O[C@H]3[C@@H]2O)c(=O)[nH]1	-11.6%	-9.4%[56.1 µM]	-21.6%
O=C(CN(C(=O)c1ccc2c(c1)OCCO2)c1ccccc1)NCC1CCCO1 (stereo not given)	-13.1%	-1.0%	-15.3%
CCCCOC(=O)Nc1nnc(CC(=O)NCc2ccccc2)s1	-11.9%	5.9%	-4.8%
COc1ccccc1Oc1coc2cc(OCC(N)=O)ccc2c1=O	2.8%	x	-4.4%
CCn1cc(/C=N\NC(=O)c2ccccc2Cl)cn1	-19.0%	-2.5%	0.0%
CC(=O)c1c(N2CCN(C(=O)C3CCCO3)CC2)nc(=S)n(-c2ccccc2)c1C (stereo not given)	u	2.2%	5.7%
Cc1cccc(Nc2nc3c(S(=O)(=O)c4ccccc4)nnn3c3ccccc23)c1	u	1.1%	10.3%
CCc1ccc(/C=N/NC(=O)c2cc(-c3ccncc3)nc3ccccc23)s1	3.26µM*	2.6%	u
COCCn1c(C)cc(C(=O)CSc2nc(C)c(C)c(C)n2)c1C	23.1µM*	1.2%	4.9%
COc1ccc(NCC(=O)N/N=C2\CCc3ccccc32)cc1	-21.9%	6.0%	-0.6%
CC1CCCN(S(=O)(=O)c2cccc(C(=O)OCC(=O)N(C)Cc3c(F)cccc3Cl)c2)C1 (stereo not given)	0.8%	u	x
CCCC(=O)OCC(=O)c1[nH]c(C)c(C(C)=O)c1C	4.9%	0.0%	2.7%
COc1ccccc1C(=O)NCCC(=O)N1CCN(c2ccccc2O)CC1	-20.0%	-4.0%	2.0%
O=C(NCCc1c[nH]c2ccccc12)c1cnccn1	-13.5%	5.0%	-0.2%
Cc1c(Cl)c([N+](=O)[O-])nn1CC(=O)NCc1ccco1	-5.1%	-1.0%	9.3%
Cc1nc(CCNC(=O)c2ccccc2)cs1	u	-2.1%	2.4%
CCCCOc1ccc(C(=O)NCCS(=O)(=O)N2CCN(c3ccccc3OC)CC2)cc1	7.31µM*	6.5%	x
O=[N+]([O-])c1cccc(-c2c(-c3ccccc3)ncc3cc(F)ccc23)c1	20.6µM*	3.8%	x
COc1ccc2oc(C(=O)Nc3ccc(S(=O)(=O)N(C)C4CCN(C)CC4)cc3)c(C)c2c1	18.4µM*	2.9%	u
CNC(=O)NC(=O)COC(=O)c1ccccc1OCc1ccccc1	-1.9%	2.9%	0.1%
Cc1ccn2c(Nc3ccc4c(c3)OCCO4)c(-c3ccc(Cl)s3)nc2c1	-26.3%	10.0%	x
Cc1cccc(N2CCN(C(=O)CCCn3c(=O)c4cccn4c4cccnc43)CC2)c1C	18.4µM*	4.5%	-4.1%
Cc1cc(C)c(S(=O)(=O)c2ccccc2)c(OC(=O)c2ccc(Cl)cc2Cl)n1	u	2.3%	5.2%
CC(C)CCN(C(=S)NC(=O)C1CCCCC1)c1c(N)n(Cc2ccccc2)c(=O)[nH]c1=O	u	0.0%	-9.7%
Cc1ccccc1CN1CCN(CC2CC2)CC1CCO (stereo not given)	-4.9%	x	-0.6%
COc1ccccc1C(=O)NCC(=O)Nc1ccc2c(c1)OCO2	-1.1%	-8.7%	-8.6%
Cc1onc(-c2c(Cl)cccc2Cl)c1NC(=O)NN(C)c1ccc([N+](=O)[O-])cn1	-10.8%	2.6%	-8.1%
COc1ccc(-c2nc(CS(=O)CC(=O)N3CCOCC3)c(C)o2)cc1OC (stereo not given)	13.7%	1.6%	3.1%
O=C(Nc1cccnc1)c1cc(-c2cccc(Cl)c2)on1	u	8.5%&-4.5%	-0.3%
COc1ccc(NC(=O)C(=O)N/N=C(\C)CC(=O)Nc2cc(C)ccn2)c(OC)c1	0.2%	x	1.0%
Cc1ccc(S(=O)(=O)N2CCC(=O)N([C@H](COCc3ccccc3)Cc3ccccc3)CC2)cc1	18.4µM*	4.1%	-2.6%
COc1ccc(C(=O)NCC(=O)N/N=C/C(C)=C/c2ccccc2)cc1OC	13.7%	7.6%	0.7%
Cc1ccc(Cn2ncc3c(N4CCOCC4)ncnc32)cc1	-28.8%	4.0%	u
CCn1c(SCC(=O)Nc2ccc(S(=O)(=O)Nc3ccccn3)cc2)nnc1-c1ccncc1	5.0%	-1.1%	0.0%
Cc1onc(-c2ccccc2Cl)c1C(=O)Nc1c(C)n(C)n(-c2ccccc2)c1=O	-4.0%	-1.9%	5.9%
C/C(=N\O)c1oc2ccc3c(C)cc(=O)oc3c2c1C	-18.1%	x	10.6%
Cc1cc(N2CCCCC2)nc(N2CCOCC2)n1	-9.5%	0.0%	2.5%
CCCn1c(CCC(=O)O)nc2cc(S(N)(=O)=O)ccc21	8.3%	x	-4.3%
N=c1ccn2c(n1)OCC1C2O[C@@H](O)[C@H]1O (stereo not given in full)	0.146µM*	1.9%	5.6%
Cn1cccc1/C=N/NC(=O)Cc1cccs1	-15.1%	3.7%	6.4%

(more compounds)
canonical_smiles	TDP1 cell noCPT	TDP1 block	N370S GC
CC(=O)Nc1nonc1-c1nnc(SCC(=O)Nc2cccc(C)c2C)n1-c1ccccc1	25.9µM*	5.7%	x
Nc1nncn1C(=O)c1cc(Br)ccc1Cl	-19.5%	6.5%	-12.8%
CC(C)C(=O)Nc1cc2c(cc1C(=O)c1ccccc1)OCCO2	u	7.9%	12.8%
COc1ccccc1CNC(=O)CS(=O)(=O)c1ccc(C)cc1	9.2%	1.8%	-5.1%
CC(=O)Cc1nsc(NC(=O)c2ccc(Cl)cc2Cl)n1	-8.0%	0.0%	-0.7%
CN1CCN(c2ncc3nc(-c4ccc(Cl)cc4)c(=O)n(C)c3n2)CC1	u	x	u
Cc1cc(C)n(CC(=O)O)n1	-10.3%	-1.1%	6.1%
COc1ccc(-c2nc3scc(CCNC(=O)c4cccc(Br)c4)n3n2)cc1	25.9µM*	2.5%	x
O=C1Nc2ccccc2Nc2ccccc21	-18.5%	x	-3.2%
O=C(c1ccccc1)c1ccc(Cn2cc(-c3ccccc3)nn2)cc1	7.31µM*	x	26.6%

New compounds follow
The line under a structure holds: TDP1 cell noCPT, TDP1 block, N370S GC
> CC(C)Oc1ccc(S(=O)(=O)N2CCOCC2)cc1NC(=O)C1=NN(c2ccccc2)C(=O)CC1
  u, 2.7%, -1.6%
> CCOc1cc(/C=N/NC(=O)C(=O)NCCCOC(C)C)cc(Br)c1O
  -15.8%, -1.1%, -2.3%
> CS(=O)(=O)c1ccc([C@@H](O)[C@@H](CO)NC(=O)C(Cl)Cl)cc1
  3.66µM*, x, -10.2%
> C/C(=N\Nc1nc2ccccc2[nH]1)c1ccc(N2CCOCC2)cc1
  16.4µM*, 9.5%, -6.5%
> O=C(O)/C=C/C(=O)Nc1ccc(O)cc1
  -3.2%, 2.9%, u
> Cc1ccsc1C(=O)NCCC(c1ccccc1)c1ccccc1
  u, -12.5%, 16.9%
> CCc1cnc2c(c1SCC(=O)c1ccc(Cl)cc1)c(=O)n(C)c(=O)n2C
  20.6µM*, -2.6%, x
> CCOC(=O)C1=C(C)N(CCCC(=O)O)C(=O)NC1c1ccc(Cl)cc1 (stereo not given)
  -4.3%, x, 0.6%
> Cc1ccc(C(=O)N(C)c2ccc(OCC(=O)N3c4ccc(C)cc4C4CN(C)CCC43)cc2)cc1 (stereo not given)
  u, 5.1%, 0.1%
> C[C@H](CO)N1C[C@H](C)[C@@H](CN(C)C(=O)Nc2ccccc2)Oc2ccc(NC(=O)C3CC3)cc2C1=O
  -3.9%, -2.7%, x
> Cc1cc(C)c(C)c(S(=O)(=O)N2CCC(C(=O)NNC(=O)c3ccccc3O)CC2)c1C
  16.4µM*, 0.0%, u
> Cc1ccn2c(NC(=O)c3cccc(Cl)c3)c(-c3ccccc3)nc2c1
  23.1µM*, 2.9%, x
> c1ccc(COc2ccc3nocc3c2)cc1
  -9.4%, -5.7%, -21.8%
> COCCNC(=O)C(C)N1c2cccc3cccc(c23)S1(=O)=O (stereo not given)
  4.1%, -5.0%, 3.1%
> Clc1ccccc1Oc1cnc2ccccc2n1
  2.7%, -2.9%, 1.7%
> O=C(Cn1ncn2nc(-c3cccs3)cc2c1=O)NCc1cccc(Br)c1
  -23.6%, 2.9%, x
> CCOC(=O)Cn1c(=O)oc2cc(S(=O)(=O)N3CCc4ccccc43)ccc21
  u, 1.3%, 7.8%
> O=C(c1ccco1)N1CCN(CCOCCOc2cccc3ccccc23)CC1
  u, 3.9%, -4.6%
> NNC(=O)CN1C(c2cccc(Cl)c2)=Nc2ccc(Br)cc2C1c1ccccc1 (stereo not given)
  u, 7.1%, -2.2%
> COc1cccc(NC(=O)COC(=O)C2CC2)c1
  9.5%, 0.2%, x
> COc1ccc(NC(=O)CN(c2ccc(C)cc2)S(=O)(=O)c2cccs2)cc1
  -4.5%, 2.3%, x
> Cc1ncc(CN2CCCC(C(=O)Nc3ccc(-c4cccc(F)c4)cc3)C2)cn1 (stereo not given)
  u, 5.7%, -15.7%
> Cc1c(C(=O)N2CCCCC2)c(S(=O)(=O)N(C)Cc2ccco2)c(C)n1C
  19.8%, 2.5%, -2.1%
> CC(C)(C)c1ccc(S(=O)(=O)O/N=C2/CCCCC2c2ccc([N+](=O)[O-])cc2[N+](=O)[O-])cc1 (stereo not given)
  -14.5%, -5.9%, x
> O=C(CSc1nnc(Cc2ccc3c(c2)OCO3)n1C1CCCCC1)NC1CCCC1
  -17.6%, -3.3%[56.1 µM], 8.0%
> COc1cccc(S(=O)(=O)Nc2cccc(C(=O)N3CCCCCC3)c2)c1
  -2.4%, -2.6%, 5.4%
> O=C1CC(=Nc2ccccc2)NN1c1ccccc1
  -25.9%, 9.6%, -5.3%
> Nc1cc(=O)[nH]c(SCC(=O)N2CCC(Cc3ccccc3)CC2)n1
  u, 0.4%[56.1 µM], x
> COc1cccc(NC(=O)CN(C)C(=O)CC2Sc3ccccc3NC2=O)c1 (stereo not given)
  7.2%, 1.9%, x
> COc1ccc(NC(=O)c2nnn(CC(=O)Nc3c(C)cc(C)cc3C)c2N)cc1OC
  -3.3%, -5.3%, x
> COc1ccc(C(=O)COC(=O)CCCn2c(=O)oc3ccccc32)cc1
  -0.5%, 3.0%, -16.3%[2.35 µM]
> COc1ccc(-n2c(=O)c3ccc(C(=O)NCc4ccc(C)cc4)cc3n(CC(=O)Nc3cccc(F)c3)c2=O)cc1
  u, 0.0%, x
> COc1ccc(CCNC(=O)C(C)OC(=O)c2cccs2)cc1OC (stereo not given)
  -15.0%, 2.6%, -23.5%
> CCOC(=O)c1c(C)[nH]c(C(=O)OCc2ccccc2F)c1C
  u, 9.8%, -1.5%
